ERK AVP inh: inhibitors of vasopressin-stimulated ERK signaling pathway. Potency, µM (series often up to 57.5 µM), inactives show at the highest dose activity, negative = inhibition, usual class: inhibitors. actives 0.99% (n = 72,000). HEK293-V1b, vasopressin-stimulated pERK AlphaScreen. AID 995; further: potency means the concentration at half of the fitted maximal effect; on the % scale 0 is the no-effect control and ±100 the full control effect; nearly all actives have a fitted effect of over 55% in size
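HEK293 cells stably expressing V1b receptor, seeded overnight in 1% FBS, were treated with compounds for 30 min at 37C, then stimulated 5 min with 25 nM vasopressin; phospho-ERK read by AlphaScreen SureFire after lysis.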
Tau filament bind: binders of human tau filaments; AID 596; actives 2% (n = 71,000); P10636; recombinant tau filaments, thioflavin S fluorescence, 15 h; filaments grown with octadecylsulfate alongside compound; Potency, µM (top dose mostly 57.1 µM), inactives show top-dose activity change, negative = inhibition;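 further: potency means the concentration at half of the fitted maximal effect; on the % scale 0 is the no-effect control and ±100 the full control effect; actives lower thioflavin S fluorescence by blocking filaments or displacing dye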
Target sequence (P10636 whole entry, looked up): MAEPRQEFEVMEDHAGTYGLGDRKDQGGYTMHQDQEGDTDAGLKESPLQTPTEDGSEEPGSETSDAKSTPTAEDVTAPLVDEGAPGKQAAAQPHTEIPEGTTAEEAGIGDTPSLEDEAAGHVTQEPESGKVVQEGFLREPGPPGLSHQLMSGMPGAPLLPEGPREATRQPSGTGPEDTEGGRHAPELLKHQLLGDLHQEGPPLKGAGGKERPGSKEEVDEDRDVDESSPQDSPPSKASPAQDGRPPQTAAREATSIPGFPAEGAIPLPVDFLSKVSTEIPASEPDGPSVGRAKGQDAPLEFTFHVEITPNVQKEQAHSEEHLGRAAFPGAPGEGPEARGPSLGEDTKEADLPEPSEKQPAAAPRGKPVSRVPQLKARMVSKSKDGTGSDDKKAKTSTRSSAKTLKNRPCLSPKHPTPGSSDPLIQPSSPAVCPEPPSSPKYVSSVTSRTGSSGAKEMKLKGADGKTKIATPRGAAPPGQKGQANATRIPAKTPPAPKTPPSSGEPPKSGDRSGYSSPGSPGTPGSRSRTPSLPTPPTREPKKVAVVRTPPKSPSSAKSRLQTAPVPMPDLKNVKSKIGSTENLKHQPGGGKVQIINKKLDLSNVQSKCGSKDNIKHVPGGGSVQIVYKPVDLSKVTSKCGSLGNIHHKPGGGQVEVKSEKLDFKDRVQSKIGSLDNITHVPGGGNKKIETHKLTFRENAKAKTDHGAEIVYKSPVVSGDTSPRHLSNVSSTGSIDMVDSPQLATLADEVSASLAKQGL
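Recombinant tau protein (human, 1 uM final) plus 30 uM ODS in HEPES pH 7.4 with NaCl, DTT and thioflavine S. Compound present from the start; fluorescence at 510 nm after 15 h, 37 C.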
GFP derepression: epigenetic GFP locus derepression in mouse cells. AID 597. Potency, µM (highest dose often 46.1 µM), for inactives: at the highest dose GFP derepression (activation). mouse C127i GFP locus derepression, cytometry, 30 h. actives 0.09% (n = 68,000); further: % of control where 0% means no effect
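Locus derepression in mouse mammary C127i cells whose integrated CMV-GFP reporter is normally silent; GFP expression after 30 h compound treatment was quantified by counting fluorescent cells.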
HBB splice mod: alters splicing of the hemoglobin beta chain. HBB splicing reporter cell assay, activation; EGFP reporter with mutant IVS2-654 intron; response scale: normalised to 500 nM splice-correcting PNA. Potency, µM (doses to about 46.1 µM), for inactives: at the top dose activation, actives largely listed as activators. actives 0.06% (n = 65,000). AID 925; further: potency means the concentration at half of the fitted maximal effect; 0% is about no effect
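HeLa cells stably expressing EGFP interrupted by mutant beta-globin intron 2 (IVS2-654), 500/well in 2% FCS. Treated with compound for 2 days at 37C. Splicing correction scored as total well GFP intensity (488 nm excitation, 500-520 nm emission); 500 nM antisense PNA served as control.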
Luciferase inh: inhibitors of firefly luciferase. Potency, µM (series often up to 57.1 µM), without a hit: at the highest dose activity change, negative = inhibition, hits mostly inhibitors. actives 2.2% (n = 72,000). AID 411. P08659. purified firefly luciferase, luminescence, 8 min; further: potency means the concentration at half of the fitted maximal effect; on the % scale 0 is the no-effect control and ±100 the full control effect; nearly all actives have a fitted effect of over 40% in size
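qHTS concentration-response profiling: light output of P. pyralis luciferase with luciferin and 10 uM ATP, imidazole buffer pH 7.2. Read by luminescence after 8-min room-temperature incubation.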
CRE-bla Fsk: modulators of forskolin-stimulated CRE signaling in CHO cells | CHO CRE-bla reporter (cAMP response element driving beta-lactamase), forskolin EC10, beta-lactamase ratio | Potency, µM (highest dose often 38.2 µM), for the others: at the highest dose activity change, negative = inhibition, actives largely listed as activators | actives 2.5% (n = 71,000) | AID 662; active means well fitted activation curve with a large enough effect in the signal ratio, with a control signal flat, not every such curve was filed as active; inconclusive means small, poorly fitted or top-dose-only effect, or effect the other way, or a change in a side signal; the % refers to the signal ratio; further: potency means the concentration at half of the fitted maximal effect; % of control where 0% means no effect
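CHO CRE-bla cells, overnight plating in Opti-MEM with 0.5% dialyzed FBS; cpd titration + EC10 NKH 477, 3 h 37 °C; CCF4 2 h RT; ex 405/em 460 vs 530 ratio → %Activity, AC50.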
HADH2 inhib: blocks human hydroxyacyl-CoA dehydrogenase type II; recombinant HADH2, NADH fluorescence, beta-hydroxybutyryl-CoA; Potency, µM (highest dose often 57.1 µM), without a hit: at the highest dose activity change, negative = inhibition, most hits filed as inhibitors; Q99714; AID 886; actives 3.4% (n = 73,000); further: potency means the concentration at half of the fitted maximal effect; on the % scale 0 is the no-effect control and ±100 the full control effect; nearly all actives have a fitted effect of over 60% in size; many of its hits are not listed in these tables
Target sequence (Q99714 whole entry, looked up, one chain of several): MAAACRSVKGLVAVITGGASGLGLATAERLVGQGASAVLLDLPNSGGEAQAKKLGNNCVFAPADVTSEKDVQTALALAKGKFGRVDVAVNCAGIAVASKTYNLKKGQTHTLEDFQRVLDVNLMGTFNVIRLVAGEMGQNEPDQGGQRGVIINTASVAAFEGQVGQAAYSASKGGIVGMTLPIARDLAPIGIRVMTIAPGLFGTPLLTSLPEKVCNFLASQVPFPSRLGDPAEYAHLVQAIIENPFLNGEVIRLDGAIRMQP
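Activity measured as NADH fluorescence gain (360/450 nm), taken as the change between first and last reads of a 4-min kinetic run. Conditions: pH 9.0 Tris buffer, 20 nM E. coli-expressed His-tagged enzyme, 1 mM NAD+, 90 uM beta-hydroxybutyryl-CoA; 15-min compound preincubation.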
Pol III holo inh: blocks replication by bacterial DNA polymerase III holoenzyme. reconstituted DNA polymerase III holoenzyme replication, biochemical. Potency, µM (series often up to 57.1 µM), for inactives: at the highest dose activity change, negative = inhibition. actives 0.25% (n = 71,000); further: potency means the concentration at half of the fitted maximal effect; on the % scale 0 is the no-effect control and ±100 the full control effect
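Reconstituted *E. coli* holoenzyme (0.35 nM Pol III, 1 nM beta, 154 nM SSB, 2 nM primase) was preincubated with compound for 15 min at RT. Synthesis on 1.4 nM ssM13Gori ran 35 min, then was stopped with PicoGreen/EDTA and read as dsDNA fluorescence.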
Hsp90 Hop PPI: changes Hsp90-Hop TPR2A binding signal, up or down | AlphaScreen TPR2A-His6 binding biotin-Hsp90 C-terminal peptide | Potency, µM (highest dose often 57 µM), inactives show at the highest dose activity change, negative = inhibition | actives 0.44% (n = 71,000) | AID 595; active means well fitted curve in either direction with a large enough effect; inconclusive means small, poorly fitted or top-dose-only effect, or another doubt; further: potency means the concentration at half of the fitted maximal effect; on the % scale 0 is the no-effect control and ±100 the full control effect; many of its hits are not listed in these tables
Ub-GFP proteasome: proteasome inhibitors stabilizing ubiquitin-GFP reporter. Ubiquitin-GFP reporter cells, proteasome inhibition, GFP fluorescence; response scale: untreated = 0%, 10 µM MG-132 = 100%. Potency, µM (highest dose often 45.9 µM), for the others: at the top dose activation (GFP accumulation), usual class: activators. 67,000 tested, under 10 active. AID 526; active means well fitted activation curve with a large enough effect, not every such curve was filed as active; inconclusive means small, poorly fitted or top-dose-only effect, or another doubt; inactive means no such curve, though single readings can be large or run the other way; further: potency means the concentration at half of the fitted maximal effect
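U2OS cells stably expressing ubiquitin(G76V)-GFP, seeded overnight in 0.5% FBS medium, were exposed to compounds (qHTS, 46 uM to 2.9 nM) for 4 hr at 37 °C. GFP-positive cells were counted by laser cytometry (488 ex/515 em), normalized between basal and 10 uM MG-132.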
ALOX15 inhib: blocks human 15-lipoxygenase activity. P16050. purified 15hLO-1, xylenol orange hydroperoxide absorbance. Potency, µM (highest dose often 57.1 µM), for the others: top-dose activity change, negative = inhibition, usual class: inhibitors. actives 1.4% (n = 74,000); further: potency means the concentration at half of the fitted maximal effect; on the % scale 0 is the no-effect control and ±100 the full control effect; nearly all actives have a fitted effect of over 55% in size
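40 nM 15hLO-1 + cpd, 15 min RT; start w/ 50 uM AA (final), 6 min RT; stop/detect w/ 200 uM XO + 300 uM Fe(II) in 50 mM H2SO4, 30 min; A573/A405. Buffer 25 mM Hepes pH 7.5, 0.01% Triton X-100. No-enzyme wells as negative control.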
Active calls of the source: *; i = inactive; u = inconclusive; x = no result given; [ ] = another dose, or the depositor's remark. Unless noted, the call rests on the fitted dose curve; in most records, active means well fitted curve in the direction sought with a large enough effect; inconclusive means small, poorly fitted or top-dose-only effect, or another doubt; inactive means no such curve, though single readings can be large; an effect the other way counts as inactive or inconclusive. Not all compounds are listed. The share of hits here may be higher or lower than overall.

nr	SMILES	ERK AVP inh	ALOX15 inhib	Luciferase inh	HADH2 inhib	Ub-GFP proteasome	GFP derepression	Tau filament bind	Hsp90 Hop PPI	Pol III holo inh	CRE-bla Fsk	HBB splice mod
1	COc1ccccc1N(CN1CCCC1=O)C(=O)c1c(F)cccc1Cl	-15%	-6%	-1%	-1%	1%	2%	-11%	-4%	1%	4%	-1.4%[57.5 µM]
2	CN(C)c1nc(Nc2ccc(Cl)cc2)nc(OCC#N)n1	u	u	2%	18%	0%	0%	169%	-3%	-9%	27%	6.0%
3	CCC(=O)Nc1ccc(Oc2ccc3c(c2)C(=O)NC3=O)cc1	-16%	-11%	-1%	-3%	-3%	0%	-8%	-6%	-3%	0%	-0.1%
4	COC(=O)c1cc(NC(=O)C2CC=CCC2C(=O)O)cc(C(=O)OC)c1 (centres undefined)	-14%	-5%	4%	0%	-1%	3%	1%	1%	0%	-4%	2.3%
5	c1ccc2c(c1)[nH]c1c(N3CCOCC3)ncnc12	u	-4%	-9%	-30%	8%	-2%	-1%	-3%	-10%	-5%	-0.4%[9.22 µM]
6	O=C1CC(c2ccco2)Cc2nc(Nc3nc(-c4ccccc4)c4ccccc4n3)ncc21 (centres undefined)	u	-4%	0%	u	x	6%	u	-4%	-8%	u	5.4%[0.369 µM]
7	CC(C)CC(OC(=O)c1ccco1)C(=O)NC1CCCCC1 (centres undefined)	-18%	4%	0%	-1%	-2%	-2%	7%	-1%	-2%	2%	x
8	COC(=O)c1ccc(C(NC(=O)OCc2ccccc2)/C(F)=C/[C@@H](C)C(=O)NCc2cc(F)cc(F)c2)cc1 (some centres undefined)	4%	-6%	x	18%	x	x	i	2%	-2%	-3%	-0.3%
9	Cn1nnnc1SCC(=O)NCCc1ccc(Cl)cc1	-6%	-1%	1%	6%	4%	0%	-11%	-5%	2%	-6%	1.5%
10	COc1ccc(C2N=C(Nc3ccc(C)cc3)Nc3nc(C)cc(=O)n32)cc1 (centres undefined)	-2%	-4%	0%	-1%	-4%	-3%	1%	-2%	4%	u	-0.5%
11	Cc1noc(NS(=O)(=O)c2ccc(NC(=O)CCC3CCCC3)cc2)c1C	13%	-1%	0%	7%	11%	17%	1%	-4%	2%	-4%	0.6%
12	Nc1nonc1-c1nc2ccccc2n1Cc1ccc(F)cc1Cl	22%	4%	0%	11%	8%	0%	40%	-1%	1%	24%	-0.2%

Next part
nr	SMILES	ERK AVP inh	ALOX15 inhib	Luciferase inh	HADH2 inhib	Ub-GFP proteasome	GFP derepression	Tau filament bind	Hsp90 Hop PPI	Pol III holo inh	CRE-bla Fsk	HBB splice mod
13	CCCCP(=O)(CCCC)c1ccccc1C(=O)O	6%	5%[11.4 µM]	-1%	4%[11.4 µM]	-9%[9.17 µM]	3%	-6%[11.4 µM]	-8%[11 µM]	-2%[11.4 µM]	u	-1.1%[0.0738 µM]
14	CCC(=O)c1cc2c(cc1NC(=O)c1ccc(C)cc1)OCCO2	2%	-1%	-1%	-10%	-3%	0%	6%	4%	-2%	4%	-1.6%
15	O=C(Cn1nnc(-c2ccc(Cl)cc2)n1)NCCC1=CCCCC1	7%	-1%	2%	8%	-6%	1%	6%	4%	-4%	u	-1.4%
16	Cn1c(=O)c2c(nc(CN3CCOCC3)n2CC(O)CO)n(C)c1=O (centres undefined)	4%	-2%	-2%	8%	-1%	9%	-13%	-6%	-14%	4%	-1.4%
17	O=c1c(-c2cccs2)nc2cnc(N3CCNCC3)nc2n1-c1ccccc1	28%	1%	1%[11.4 µM]	32%[activator]	2%	3%[9.22 µM]	i	13%	-6%	u	0.1%
18	CC1=C(C)C(=O)N(CCC(=O)O)C1=O	-3%	8%	4%	8%	-6%	0%	6%	-2%	0%	-2%	-2.1%
19	CCOC(=O)c1cc2c(=O)n3cccc(C)c3nc2n(CCOC)c1=NC(=O)c1ccncc1	-5%	-1%	2%	u	-13%	0%	0%	5%	-3%	-3%	2.8%[1.84 µM]
20	CCOC(=O)CN(C(=O)CSc1nnc2c(n1)[nH]c1ccc(OC)cc12)c1ccc(F)cc1	-2%	-24%	-2%	-3%	-3%	0%	u	-1%	-4%	u	x
21	CS(=O)(=O)c1ccc2nc(NC(=O)CC3CCCC3)sc2c1	-12%	-7%	5%	-6%	-2%	2%	8%	-2%	-2%	u	0.0%[57.5 µM]
22	COc1ccc(S(=O)(=O)NC(C(C)C)C(C)C)cc1OC	36%	7%	1%	7%	1%	0%	-16%	u	-9%	-2%	7.3%
23	c1ccc(-c2cc3c(N4CCOCC4)ncnc3s2)cc1	20µM*	-12%	-2%	u	22%	-3%	u	1%	-3%	-3%	-1.7%
24	Cc1nnc(SCCn2c(N3CCN(C)CC3)nc3c2c(=O)[nH]c(=O)n3C)s1	10%	3%	3%	0%	1%	2%	-10%	-7%	-8%	7%	-3.2%[0.369 µM]

(further entries)
nr	SMILES	ERK AVP inh	ALOX15 inhib	Luciferase inh	HADH2 inhib	Ub-GFP proteasome	GFP derepression	Tau filament bind	Hsp90 Hop PPI	Pol III holo inh	CRE-bla Fsk	HBB splice mod
25	O=C(Cn1cccc1)NCc1cccs1	-18%	6%	1%	-10%	6%	10%	-4%	-5%	-3%	-3%	0.2%
26	Cc1ccc(NCC(O)C(O)C(O)CO)cc1C (centres undefined)	5%	-10%	-1%	0%	0%	0%	1%	-5%	-4%	-6%	-0.4%
27	O=C(Nc1ccc(Oc2ccccc2)cc1)C1CCN(c2ncccn2)CC1	-3%	1%	4%	13%	-2%	0%	-10%	-4%	2%	-5%	0.8%
28	Nc1nc2ccccc2n1/N=C/c1ccc(-c2ccccc2)o1	u	-8%	u	0%	25%	-3%	u	u	-6%	u	9.1%
29	CCCC(C)C(=O)NCc1ccccc1OC (centres undefined)	8%	7%	-2%	-4%	9%	5%	3%	-4%	4%	-6%	-0.7%
30	CCSC1=N/C(=C\c2ccc3c(c2)OCO3)C(=O)S1	11%	-26%	-2%	-9%	-3%	1%	323%	u	0%	-10%	-0.2%

Molecules shown so far that have a halogen (7):
nr	SMILES	ERK AVP inh	ALOX15 inhib	Luciferase inh	HADH2 inhib	Ub-GFP proteasome	GFP derepression	Tau filament bind	Hsp90 Hop PPI	Pol III holo inh	CRE-bla Fsk	HBB splice mod
1	COc1ccccc1N(CN1CCCC1=O)C(=O)c1c(F)cccc1Cl	-15%	-6%	-1%	-1%	1%	2%	-11%	-4%	1%	4%	-1.4%[57.5 µM]
2	CN(C)c1nc(Nc2ccc(Cl)cc2)nc(OCC#N)n1	u	u	2%	18%	0%	0%	169%	-3%	-9%	27%	6.0%
8	COC(=O)c1ccc(C(NC(=O)OCc2ccccc2)/C(F)=C/[C@@H](C)C(=O)NCc2cc(F)cc(F)c2)cc1 (some centres undefined)	4%	-6%	x	18%	x	x	i	2%	-2%	-3%	-0.3%
9	Cn1nnnc1SCC(=O)NCCc1ccc(Cl)cc1	-6%	-1%	1%	6%	4%	0%	-11%	-5%	2%	-6%	1.5%
12	Nc1nonc1-c1nc2ccccc2n1Cc1ccc(F)cc1Cl	22%	4%	0%	11%	8%	0%	40%	-1%	1%	24%	-0.2%
15	O=C(Cn1nnc(-c2ccc(Cl)cc2)n1)NCCC1=CCCCC1	7%	-1%	2%	8%	-6%	1%	6%	4%	-4%	u	-1.4%
20	CCOC(=O)CN(C(=O)CSc1nnc2c(n1)[nH]c1ccc(OC)cc12)c1ccc(F)cc1	-2%	-24%	-2%	-3%	-3%	0%	u	-1%	-4%	u	x

Screening data deposited in PubChem BioAssay by National Center for Advancing Translational Sciences (NCATS).
